Source: PubChem
IDE inh = inhibits human insulin-degrading enzyme in HEK cells; P14735; FAbetaB cleavage, fluorescence polarization; inhibition, % at 5.59 µM; actives 0.41% (n = 320,000); AID 434962;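 active means percent inhibition above the average of all tested compounds plus 3 SD, set per screening campaign, cut at about 16% in these data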;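 further: IDE supplied by intact live HEK cells; FP after avidin binding of uncleaved biotin substrate so inhibition keeps polarization high; 0% = DMSO wells and 100% = 60 µM reference IDE inhibitor Ii1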
Target sequence (P14735 whole entry, looked up): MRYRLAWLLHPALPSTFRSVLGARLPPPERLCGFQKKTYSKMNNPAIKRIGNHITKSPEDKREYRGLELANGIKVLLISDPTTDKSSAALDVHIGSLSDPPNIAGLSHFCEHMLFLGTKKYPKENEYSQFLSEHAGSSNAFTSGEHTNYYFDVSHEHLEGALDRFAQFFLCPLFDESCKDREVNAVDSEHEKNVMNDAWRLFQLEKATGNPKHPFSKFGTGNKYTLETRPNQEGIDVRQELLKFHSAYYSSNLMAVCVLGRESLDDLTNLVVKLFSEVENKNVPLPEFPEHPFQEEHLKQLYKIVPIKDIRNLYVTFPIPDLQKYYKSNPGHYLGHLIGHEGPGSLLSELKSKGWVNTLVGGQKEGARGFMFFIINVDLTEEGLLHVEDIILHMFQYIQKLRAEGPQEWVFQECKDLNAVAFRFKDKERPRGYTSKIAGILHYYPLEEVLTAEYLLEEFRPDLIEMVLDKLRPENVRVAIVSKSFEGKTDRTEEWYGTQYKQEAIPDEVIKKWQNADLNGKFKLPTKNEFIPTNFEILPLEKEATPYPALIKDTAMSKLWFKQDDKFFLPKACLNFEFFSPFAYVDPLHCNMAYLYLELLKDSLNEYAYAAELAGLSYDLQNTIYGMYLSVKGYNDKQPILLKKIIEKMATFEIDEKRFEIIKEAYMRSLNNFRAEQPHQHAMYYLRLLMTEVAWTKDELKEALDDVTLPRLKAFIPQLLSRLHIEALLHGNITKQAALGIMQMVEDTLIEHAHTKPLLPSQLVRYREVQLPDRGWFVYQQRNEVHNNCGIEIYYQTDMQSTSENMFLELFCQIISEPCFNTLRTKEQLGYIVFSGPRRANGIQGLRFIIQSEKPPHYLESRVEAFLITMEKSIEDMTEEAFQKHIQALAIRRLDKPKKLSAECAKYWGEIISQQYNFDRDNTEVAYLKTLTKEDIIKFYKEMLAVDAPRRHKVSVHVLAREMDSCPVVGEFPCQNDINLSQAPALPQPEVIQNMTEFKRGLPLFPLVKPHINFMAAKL
p-CIP stab down = p/CIP protein destabilization | Q05BA5 | F442A p/CIP-EGFP cells, EGFP fluorescence, 16 h | decrease of EGFP signal, % at 10 µM | actives 0.01% (n = 290,000) | AID 1984;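 active means EGFP signal decrease of at least 30% at 10 µM or well 3 SD below plate mean, unless failing retest; inactive means the rest, including hits failing retest or dose response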; further: some compounds called inactive have numbers as strong as hits; many of its hits are not listed in these tables
MEKK2mut PB1 HTS = signal of MEK5 binding to mutant human MEKK2 PB1 domain | bead flow cytometry, Alexa488-MEK5 binding to MEKK2 mutant | percent response, % at 10 µM | actives 0.35% (n = 290,000); in the data active means percent response above about 24%, passing the limit was not always enough; further: inactives centre near 1; some results filed as inactive read as strong as hits; reference of the scale not given here
M18AAP inhibitor = PfM18AAP enzyme inhibition; recombinant PfM18AAP, H-Glu-NHMec fluorogenic cleavage; inhibition, % at 7.35 µM; actives 1.2% (n = 290,000);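 active means inhibition above the campaign mean inhibition over all tested compounds plus 3 SD, cut at about 28% in these data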;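 further: 0% = plate median of test compound wells and 100% = 2 mM ZnCl2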
IDE cell activ = boosts human insulin-degrading enzyme activity in HEK cells. activation, % at 5.96 µM. P14735. actives 0.073% (n = 340,000). FAbeta-B cleavage, fluorescence polarization; 0% vehicle, 100% cell-free pure enzyme wells;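 active means activation above the mean of all tested compounds plus 3 SD, set per screening campaign, cut at about 17% in these data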
SUMO HTRF inh = blocks human SUMOylation mediated by UBC9; P63279; HTRF SUMOylation assay, SAE1/SAE2 + UBC9, in vitro; inhibition, % at 35 µM; actives 0.36% (n = 290,000); AID 2006; in the data active means inhibition above about 50%, passing the limit was not always enough; further: strong numbers were not always called active
MEKK2 WT-MEK5 = raises or lowers MEK5 binding to wildtype human MEKK2 PB1 domain. bead flow cytometry, Alexa488-MEK5 binding to MEKK2 WT; actives lie on both sides. actives 1.1% (n = 290,000). AID 1531. Q9Y2U5. binding response (% of control), % at 10 µM; in the data active means binding response below about 67% or above about 130%
MEKK3 PB1 HTS = MEKK3-MEK5 PB1 interaction, increase or decrease; Q99759; bead-based flow cytometry, Alexa488-MEK5 binding to MEKK3; actives lie on both sides; 0 = blocked by unlabeled MEK5, 100 = vehicle; binding response (% of control), % at 10 µM; actives 1.4% (n = 290,000); AID 1529;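 active means binding response more than 3 SD above or below the average of its plate-row segment, actives on both sides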;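 further: Alexa488 bead fluorescence after subtracting the streptavidin-only scavenger bead signal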
NALP1 inh = inhibitors of NALP1 inflammasome in yeast | S. cerevisiae NALP1/ASC/caspase-1 growth, X-gal OD620, 72 h | AID 2071 | inhibition, % at 10 µM | actives 0.61% (n = 280,000); in the data active means inhibition mostly above about 24%, no sharp cut-off; inactive means mostly below about 32%; further: some compounds called inactive have numbers as strong as hits
The depositor's hits bear a star; · = not tested or not shown; & = joins results of further samples; [ ] = another dose, or the depositor's remark. These rows are one share of the data; the hit share may differ from the screen's.

item | SMILES | IDE inh | p-CIP stab down | MEKK2mut PB1 HTS | M18AAP inhibitor | IDE cell activ | SUMO HTRF inh | MEKK2 WT-MEK5 | MEKK3 PB1 HTS | NALP1 inh
1 | COc1ccc(NC(=O)Cc2nnc(SCC(=O)NC3CCCC3)n2C)cc1 | 8.7 | 1.2 | 4.0 | -5.3 | -1.8 | 6.6 | 102.0 | 99.0 | 1.4
2 | N/C(=N\NC(=O)c1cccc(F)c1)c1cc2ccccc2oc1=O | -0.1 | 2.7 | -23.0 | 2.8 | -1.6 | 6.1 | 89.0 | 88.0 | 14.6
3 | Nc1ccccc1C#Cc1ccccc1 | 1.9 | 0.1 | 5.0 | -3.3 | -2.8 | 20.9 | 106.0 | 105.0 | 2.1
4 | Cc1ccc(C(=O)N2CCN(c3ccc(NC(=O)c4cccnc4)cc3)CC2)cc1 | -4.9 | -7.3 | 7.0 | -5.1 | 2.3 | 12.2 | 113.0 | 103.0 | 3.1
5 | COc1ccc(OC)c(C(=O)COC(=O)CNC(=O)c2ccccc2)c1 | -0.2 | -3.6 | 1.0 | -10.2 | 2.1 | -7.4 | 102.0 | 115.0 | 16.0
6 | COc1cccc(OCC(O)CNC2CCCC2)c1 (stereo not given) | 3.5 | -4.8 | 16.0 | -0.6 | 2.8 | 4.7 | 110.0 | 107.0 | 14.5
7 | CCOc1ccc(N(CC(=O)NCc2ccc(OC)cc2)C(=O)CCC(=O)Nc2nccs2)cc1 | -1.2 | -3.3 | 0.0 | -2.2 | 2.3 | 12.4 | 101.0 | 99.0 | 6.9
8 | OCCSc1nncn1/N=C/c1c[nH]c2ccccc12 | 0.1 | 2.9 | -9.0 | 2.3 | 5.8 | 5.9 | 91.0 | 85.0 | 13.7
9 | CCc1nc(SCC(=O)NCCc2ccccc2)c2oc3ccccc3c2n1 | -7.0 | -5.7 | 1.0 | -8.6 | -1.3 | 40.0 | 93.0 | 97.0 | 5.3
10 | CC(=O)c1ccc(N2CCN(C(=O)Nc3ccc(F)cc3F)CC2)cc1 | 6.0 | -1.1 | · | 10.5 | 0.6 | 3.9 | · | · | 6.6
11 | O=c1ccc2[n+]([O-])c3ccc(O)cc3oc-2c1 | · | -8.2 | -9.0 | 39.1* | 9.4 | 35.5 | 50.0*[inhibitor] | 92.0 | 4.0
12 | O=C1OCC2=C1C(c1ccc3c(c1)OCO3)Sc1ccccc1N2 (stereo not given) | 1.7 | 5.3 | 1.0 | 16.6 | 5.2 | 0.4 | 98.0 | 98.0 | 2.1
13 | Cc1n[nH]c(=O)nc1NCc1ccco1 | 2.1 | 7.7 | 3.0 | 1.1 | 2.2 | -2.8 | 105.0 | 102.0 | 2.0
14 | Oc1ccc(-c2csc(Nc3ncccn3)n2)cc1O | · | 15.5 | -1.0 | 64.7* | 6.8 | 8.1 | 96.0 | 104.0 | 13.3
15 | Cc1ccc(CNC(=O)CCCCCNc2nc(=S)[nH]c3ccccc23)cc1 | 0.7 | 0.4 | -8.0 | -3.2 | · | 5.4 | 94.0 | 99.0 | -3.4
16 | CCCCNC(=O)O[C@@H]1C[C@@H]2CCN3C(=O)CCC[C@H]([C@H]1CC)[C@H]23 | 4.0 | -4.6 | 1.0 | 4.6 | 0.9 | -5.2 | 101.0 | 102.0 | -3.6
17 | CCOC(=O)Cc1cnc(NC(=O)CSc2nc(C)c(CC)c(=O)[nH]2)s1 | -0.9 | 2.8 | 12.0 | 7.2 | 1.9 | 5.8 | 109.0 | 110.0 | 3.3
18 | O=C(/C=C/c1ccc(O)cc1)OCc1occc(=O)c1O[C@@H]1OC(CO)[C@@H](O)[C@H](O)[C@@H]1O (stereo not given in full) | -0.2 | 4.2 | 4.0 | -2.4 | 1.9 | -5.7 | 97.0 | 107.0 | 19.2
19 | COc1ccccc1C1CCN(C(=S)Nc2ccc(Br)cc2)CC1 | -1.2 | 0.4 | 1.0 | -1.9 | -3.4 | 15.6 | 102.0 | 98.0 | 12.3
20 | Fc1ccc(/C=N/Nc2nccnc2Cl)cc1 | 3.0 | 8.6 | 1.0 | 5.5 | 0.4 | 11.8 | 108.0 | 101.0 | -4.3
21 | COC(=O)c1sccc1Oc1ccc(Cl)cc1N1C(=O)CCC1=O | 2.8 | -3.2 | 2.0 | 0.4 | -6.1 | 15.6 | 98.0 | 99.0 | ·
22 | O=C(N/N=C/c1ccco1)C1CC1c1ccccc1 (stereo not given) | 0.1 | -4.8 | 4.0 | -2.6 | 5.2 | 13.3 | 97.0 | 122.0 | 15.6
23 | CC1(C)CC(=O)C2=C(C1)N(Cc1cccnc1)C(=O)C2(NC(=O)c1ccc(F)cc1)C(F)(F)F (stereo not given) | 2.0 | -19.2 | 4.0 | -12.4 | 7.8 | 2.7 | 109.0 | 114.0 | 12.6
24 | COCOc1cc(O)c2c(=O)c(OCOC)c(-c3ccc(OCOC)c(OCOC)c3)oc2c1 | -2.4 | · | 1.0 | · | 2.8 | · | 100.0 | 102.0 | ·
25 | COc1cccc(C2c3[nH]c4ccccc4c3C[C@H]3C(=O)N(C)CC(=O)N23)c1 (stereo not given in full) | 1.1 | -5.2 | 3.0 | -5.6 | -1.6 | -6.8 | 104.0 | 101.0 | -1.1
26 | CC(C)OCCCNc1nc2c(-c3ccccc3)nnn2c2ccccc12 | -1.2 | -0.4 | -4.0 | 0.5 | · | 7.2 | 97.0 | 113.0 | 33.5
27 | COc1ccc(C(=O)Nc2ccc(OC)c(OC)c2)cc1 | -0.4 | 0.7 | -1.0 | -6.2 | 3.7 | 19.2 | 95.0 | 94.0 | 6.1
28 | Cc1ccccc1C(=O)OC(C)CN1CCOCC1 (stereo not given) | -3.4 | -13.7 | 2.0 | 2.9 | 5.3 | 11.8 | 104.0 | 107.0 | 8.1
29 | Cc1ncsc1CCOC(=O)c1ccccc1 | 1.8 | -2.9 | -1.0 | -9.4 | 4.6 | 2.6 | 106.0 | 113.0 | 6.6
30 | Cc1ccc2nc(NCCNC(=O)c3ccccc3)c(C#N)cc2c1 | 4.2 | 3.2 | 0.0 | 8.4 | -4.2 | 15.5 | 91.0 | 94.0 | 9.5
31 | NS(=O)(=O)c1ccc(CCNc2nc(C(F)(F)F)nc3ccccc23)cc1 | -1.5 | -3.5 | -5.0 | -6.1 | 1.4 | -3.1 | 91.0 | 97.0 | 1.3
32 | CCOc1ccccc1NC(=O)[C@@H](NC(=O)c1cccc(S(=O)(=O)N2CCOCC2)c1)C(C)C | 4.4 | 7.4 | -1.0 | -8.8 | 5.8 | -3.5 | 106.0 | 109.0 | 17.2
33 | COc1ccc(C(=O)Nc2ccncc2)cc1[N+](=O)[O-] | · | 2.5 | 6.0 | -3.0 | 3.3 | -12.7 | 110.0 | 105.0 | 0.8
34 | CCOc1ccc2nc(C(C)O)[nH]c2c1 (stereo not given) | 2.1 | 16.6 | -3.0 | 7.4 | 0.0 | -18.4 | 95.0 | 91.0 | 1.7
35 | O=C(NNc1nc2ccccc2s1)Nc1ccc(Cl)c(Cl)c1 | -3.5 | 2.2 | -4.0 | 60.0* | -12.2 | 11.9 | 101.0 | 103.0 | ·
36 | O=[N+]([O-])c1ccc(-[n+]2nc(-c3ccccc3)nn2-c2ccccc2)cc1 | 6.5 | -2.5 | 6.0 | 0.8 | -2.5 | 4.8 | 107.0 | 99.0 | 11.9
37 | COc1cccc(/C=N/NC(=O)C(=O)Nc2ccccc2OC(F)(F)C(F)F)c1 | -3.8 | -2.5 | 1.0 | 10.9 | 3.7 | 8.0 | 111.0 | 149.0* | 17.8
38 | COc1ccc(C(=O)NNC(=O)C(=O)Nc2ccc(C)cc2)cc1 | 2.3 | -24.1 | 6.0 | 9.2 | -6.7 | -22.8 | 103.0 | 97.0 | 20.9
39 | COc1nc(NCc2ccco2)nc(N2CCC(C)CC2)n1 | 5.8 | -9.2 | 0.0 | 0.1 | 7.3 | -23.9 | 103.0 | 102.0 | 14.5
40 | CCOC(=O)N1CCN(C(=O)Nc2ccccc2)CC1 | 4.3 | -0.9 | -3.0 | -0.2 | -0.8 | -0.8 | 95.0 | 93.0 | -0.2
41 | COc1ccccc1CNC(=O)c1ccc(NC2=NC3CS(=O)(=O)CC3S2)cc1 (stereo not given) | 2.1 | -4.5 | 3.0 | 1.4 | -1.1 | 9.0 | 103.0 | 100.0 | -17.1
42 | O=C(CCc1ccccc1)N/N=C/c1cccc(O)c1 | 9.9 | -8.3 | 4.0 | 0.5 | -2.5 | 6.5 | 104.0 | 111.0 | 4.4
43 | C=CCNC(=O)CC(=O)N/N=C/c1cccc(C)c1 | 2.3 | 8.6 | -1.0 | 5.1 | 3.7 | 1.2 | 101.0 | 125.0 | 26.8
44 | C=CCn1c(SCC(=O)Nc2ccccc2CC)nnc1-c1ccncc1 | 1.1 | -10.8 | 3.0 | 1.9 | 0.3 | 3.7 | 109.0 | 100.0 | 19.3
45 | CC(C)CNC(=O)c1cc2nc3c(c(C(F)(F)F)n2n1)CCc1ccccc1-3 | -2.5 | -4.0 | 15.0 | -5.8 | 1.2 | 16.1 | 103.0 | 103.0 | -3.8
46 | Cc1ccc(S(=O)(=O)Nc2nc3ccccc3nc2NCC2CCCO2)cc1C (stereo not given) | 4.9 | 0.6 | 1.0 | -3.0 | 3.3 | 19.8 | 103.0 | 103.0 | 9.4
47 | Cc1c(/C=N/NC(=O)c2cccnc2)c2ccccn2c1C(=O)c1ccc(F)cc1 | -0.9 | 1.4 | 0.0 | 8.2 | · | -1.5 | 100.0 | 106.0 | 36.3
48 | Cc1ccccc1CN(C)CC(=O)Nc1ccccc1Oc1ccccc1 | -6.5 | -12.6 | -4.0 | 0.4 | 2.8 | 4.1 | 91.0 | 88.0 | 20.5
49 | CCOc1ccc(-n2c(Cc3ccccc3)nnc2SCc2c(C)noc2C)cc1 | -3.5 | -18.6 | -1.0 | 3.9 | -1.1 | 1.6 | 98.0 | 99.0 | 9.4
50 | O=C1CC(c2ccc(Br)cc2)NC(c2ccc(Br)cc2)C1c1ccccc1 (stereo not given) | 2.6 | -5.9 | 1.0 | 4.3 | · | -2.5 | 103.0 | 105.0 | 16.6
51 | CCOc1ccc(C(O)(CCC(C)C)C(CN2CCOCC2)c2ccccc2)cc1 (stereo not given) | -2.4 | -5.5 | 6.0 | 1.1 | 7.2 | -17.8 | 104.0 | 104.0 | -8.5
52 | CCN(CC)C(=O)CSc1nnc2nnc3cc(Cl)ccc3n12 | 13.1 | -10.7 | -5.0 | 0.1 | 10.0 | 39.9 | 87.0 | 93.0 | 1.9
53 | CCc1ccc(NC(=O)N2CCC(c3ccccc3)C2)cc1 (stereo not given) | -2.4 | 13.3 | 0.0 | 1.5 | 3.6 | 5.9 | 103.0 | 102.0 | 3.3
54 | CCC(C)(C)NC(=O)CN(Cc1cccs1)C(=O)CNS(=O)(=O)c1ccc(F)cc1 | 2.0 | -1.2 | 0.0 | 3.5 | -2.3 | 8.8 | 96.0 | 98.0 | -9.8
55 | CCOC(=O)C1=C(C)Nc2nc(SCC(=O)OC)nn2C1c1cc(F)cc(F)c1 (stereo not given) | 4.6 | -13.7 | -1.0 | 0.8 | -4.5&-2.4 | -1.5 | 100.0 | 97.0 | 36.2
56 | Cc1c(Cl)c([N+](=O)[O-])nn1CC(=O)N1CCCC1 | -4.7 | -5.8 | -1.0 | -0.9 | 1.1 | -16.1 | 96.0 | 92.0 | 18.1
57 | CCOC(=O)C1CCCCN1Cc1ccc(OC)c(OC)c1 (stereo not given) | -6.6 | 4.2 | -29.0 | 6.3 | 9.0 | -7.1 | 96.0 | 87.0 | 16.1
